AMPAR-TARP mod: modulators of GluA2-stargazin AMPA receptor complexes, primary screen, cell-based, membrane potential dye; Voltage-dependent calcium channel gamma-2 subunit (Mus musculus) + Glutamate receptor 2 …; HEK293 GluA2+stargazin, membrane potential dye (FDSS), glutamate EC50; hits were called plate by plate, in both directions; calls only at 30 µM; hit rate 3.5% among 40,000; AID 1259245, 2017;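 active means any of four per-well response measures lying three or more SD from its plate-wide compound average, in either direction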
Target sequence (O88602 whole entry, looked up): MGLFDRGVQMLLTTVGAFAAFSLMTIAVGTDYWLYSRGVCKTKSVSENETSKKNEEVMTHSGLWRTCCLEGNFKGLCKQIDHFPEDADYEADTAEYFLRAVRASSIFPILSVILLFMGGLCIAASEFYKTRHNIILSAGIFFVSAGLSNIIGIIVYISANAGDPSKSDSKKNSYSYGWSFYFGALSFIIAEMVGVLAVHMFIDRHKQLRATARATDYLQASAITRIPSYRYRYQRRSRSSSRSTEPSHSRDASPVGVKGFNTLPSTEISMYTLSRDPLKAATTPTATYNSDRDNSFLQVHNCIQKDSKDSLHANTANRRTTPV
Target sequence (P19491 whole entry, looked up): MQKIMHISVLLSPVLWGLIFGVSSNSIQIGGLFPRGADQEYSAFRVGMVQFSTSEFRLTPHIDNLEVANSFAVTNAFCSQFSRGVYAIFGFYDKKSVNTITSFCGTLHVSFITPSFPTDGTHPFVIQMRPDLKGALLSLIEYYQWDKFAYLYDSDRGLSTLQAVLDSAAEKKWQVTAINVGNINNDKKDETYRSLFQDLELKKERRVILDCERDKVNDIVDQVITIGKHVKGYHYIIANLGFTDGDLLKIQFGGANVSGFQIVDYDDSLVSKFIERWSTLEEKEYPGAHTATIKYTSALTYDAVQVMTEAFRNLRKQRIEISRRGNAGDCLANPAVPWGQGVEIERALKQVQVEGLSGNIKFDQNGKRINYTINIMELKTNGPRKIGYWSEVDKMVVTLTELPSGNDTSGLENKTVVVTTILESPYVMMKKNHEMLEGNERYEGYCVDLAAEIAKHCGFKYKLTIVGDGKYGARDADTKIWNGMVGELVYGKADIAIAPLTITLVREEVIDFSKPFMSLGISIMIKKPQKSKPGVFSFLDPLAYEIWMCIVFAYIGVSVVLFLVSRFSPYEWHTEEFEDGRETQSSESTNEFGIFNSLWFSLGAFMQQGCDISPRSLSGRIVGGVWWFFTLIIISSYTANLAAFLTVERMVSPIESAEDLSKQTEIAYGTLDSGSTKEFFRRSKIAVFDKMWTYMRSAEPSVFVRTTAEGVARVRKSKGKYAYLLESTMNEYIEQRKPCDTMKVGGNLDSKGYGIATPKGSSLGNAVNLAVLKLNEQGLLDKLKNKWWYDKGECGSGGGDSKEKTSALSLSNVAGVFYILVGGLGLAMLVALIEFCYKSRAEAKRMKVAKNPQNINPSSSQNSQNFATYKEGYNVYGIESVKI
AMPAR-TARP mod agonism max-min: second read-out of AMPAR-TARP mod, no call of its own (marks repeat the call); compound max-min signal; compound-alone response (agonism);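 unitless range of fluorescence divided by baseline over first 100 seconds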
AMPAR-TARP mod glutamate slope: also measured in AMPAR-TARP mod; calls as there; glutamate slope, % of max; measured here: glutamate response slope, % max;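 scaled per plate between vehicle wells and maximal 1 mM glutamate control wells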
* = called active by the depositor; i = inactive; + = active, no number; & = joins results of further samples.

SMILES	AMPAR-TARP mod	AMPAR-TARP mod agonism max-min	AMPAR-TARP mod glutamate slope
COCC(C)NC(=O)c1cc2c(=O)n(C)c(=O)n(C)c2s1 (centres undefined)	i	0.098	40
CCOc1ccc(C(=O)NCCS(=O)(=O)N2CCN(CC)CC2)cc1	i	0.04	45
CCOc1ccccc1NC(=O)c1ccc(COc2cccc(C)c2)o1	i	0.098	62
CCOC(=O)COc1ccc(N2CCn3c2nc2c3c(=O)n(C)c(=O)n2C)cc1	i	0.14	76
O=C(CCc1csc(NC(=O)c2ccc[nH]c2=O)n1)NCCCc1ccccc1	i	0.16	54
Cc1ccc(CSc2nc(CC(=O)Nc3nc(-c4cccnc4)cs3)cs2)cc1	i	0.088	72
O=C(Nc1ccc2c(c1)CCC(=O)N2Cc1ccccc1)c1ccc2c(c1)OCO2	i	0.065	42
Cc1ccc(-c2c(C)nn3c(N4CCN(CC#N)CC4)cc(C)nc23)cc1	i	0.19	45
Cc1ccc(C)c(Cn2c(=O)c3c(nc4n(CC(C)C)c(C)cn34)n(C)c2=O)c1	i	0.12	64
Cc1nccn1CC1CCN(C(=O)Nc2cccc(Cl)c2)CC1	i	0.082	61
CCOC(=O)CCC(=O)NCCn1nc(C(F)(F)F)n(C)c1=O	i	0.097	63
O=C(Nc1c2c(nn1-c1cccc(Cl)c1)CSC2)C(=O)NC1CCCC1	i	0.036	66

The closing 6 entries of the part above are carried over, then new ones follow:
SMILES	AMPAR-TARP mod	AMPAR-TARP mod agonism max-min	AMPAR-TARP mod glutamate slope
O=C(Nc1ccc2c(c1)CCC(=O)N2Cc1ccccc1)c1ccc2c(c1)OCO2	i	0.065	42
Cc1ccc(-c2c(C)nn3c(N4CCN(CC#N)CC4)cc(C)nc23)cc1	i	0.19	45
Cc1ccc(C)c(Cn2c(=O)c3c(nc4n(CC(C)C)c(C)cn34)n(C)c2=O)c1	i	0.12	64
Cc1nccn1CC1CCN(C(=O)Nc2cccc(Cl)c2)CC1	i	0.082	61
CCOC(=O)CCC(=O)NCCn1nc(C(F)(F)F)n(C)c1=O	i	0.097	63
O=C(Nc1c2c(nn1-c1cccc(Cl)c1)CSC2)C(=O)NC1CCCC1	i	0.036	66
COc1ccc(Cl)c2sc(N3CCN(C(=O)c4cc(C)no4)CC3)nc12	i	0.079	48
CN(C)CCCN1C(=O)C(=O)/C(=C(\O)c2ccc(S(=O)(=O)N(C)C)cc2)C1c1ccc(F)cc1 (centres undefined)	i	0.077	4
Cc1cc(S(=O)(=O)N2CCC(Cn3ccnc3C)CC2)c(Cl)cc1Cl	i	0.1	62
CCCCNC(=O)C(=O)Nc1c2c(nn1-c1ccc(C)cc1)CS(=O)(=O)C2	i	0.047	81
CSc1ccc(CNC(=O)c2snc(C(=O)N3CCCC3)c2N)cc1	i	0.099	53
N#C/C(=C\N1CCN(c2ccccc2)CC1)C(=O)NCc1ccco1	i	0.15	78
O=C(NCC(O)Cc1ccccc1)c1cccc(Br)c1 (centres undefined)	i	0.17	76
Cc1cc(-c2nnc(NC(=O)C3CCCN(S(=O)(=O)c4cccs4)C3)o2)n(C)n1 (centres undefined)	i	0.096	59
COc1ccc(NC(=O)CN2CCN(c3ncnc4c3nnn4C)CC2)cc1	i	0.028	36
CSc1ccc(CC(=O)Nc2ccc(O)c(-c3nc4ccccc4s3)c2)cc1	i	0.084	52
Cc1ccc(NC(=O)Cn2c(=O)n(C3CC3)c(=O)c3nscc32)c(Cl)c1	i	0.11	46
COc1cc(C)ccc1S(=O)(=O)N1CCN(c2ccc(C)cc2C)CC1	i	0.1	56
CCOc1ccc(CC(=O)NCC(C)(O)c2ccc3c(c2)OCO3)cc1 (centres undefined)	i	0.12	57
CC(C)(C)OC(=O)N1CCCC(O)(C(=O)O)C1 (centres undefined)	i	0.055	57
COc1ccc(S(=O)(=O)Nc2cccc(-c3ccc(=O)n(C)n3)c2)cc1F	i	0.074	47
O=C(CCS(=O)(=O)c1ccccc1)Nc1cc(-c2ccccc2)nn1CCO	i	0.098	60
Cc1ccc(NC(=O)CSc2ncc(S(=O)(=O)c3cccc(Cl)c3)c(=O)[nH]2)cc1F	i	0.11	50
COc1ccc(CC(=O)N2c3ccccc3CC2C(N)=O)cc1 (centres undefined)	i	0.1	62
CC(C)N1CCc2c(sc(NC(=O)Cc3ccccc3)c2-c2nc3ccccc3s2)C1	i	0.13	61
CS(=O)(=O)c1ccc(CC(=O)N(Cc2ccccn2)c2nc3ccc(Cl)cc3s2)cc1	i	0.072	48
COc1ccc(S(=O)(=O)CCCC(=O)Nc2nc(-c3cccnc3)cs2)cc1	i	0.073	69
Cc1nc(NC(=O)CCS(=O)(=O)c2ccccc2)sc1C	i	0.11	52
O=C(NCCOc1ccc2nnc(-c3ccccc3)n2n1)c1ccc(C(F)(F)F)cc1	i	0.034	53
CCOc1ccccc1Oc1c(C)oc2c3c(ccc2c1=O)OCN(CCOC)C3	i	0.043	31
COc1ccc(-c2csc(NC(=O)C3CCCCC3)n2)cc1OC	i	0.043	43
COc1ccc(C(=O)Cn2nc(-c3cccc(Br)c3)ccc2=O)cc1	i	0.091	96
CC(=O)COc1cc(C)cc2oc(=O)c(C)c(C)c12	i	0.15	-3
CCNc1nn(CC(=O)NCc2cccc(OC)c2)c(N)c1-c1nc(-c2ccccc2C)no1	i	0.11	50
CCOC(=O)N1CCN(S(=O)(=O)c2cc(Cl)cc(Cl)c2O)CC1	i	0.13	46
Cc1nccn1CCNC(=O)C(=O)NCCC1=CCCCC1	i	0.1	30
CSc1ccccc1NC(=O)C(C)N1C(=O)c2ccccc2S1(=O)=O (centres undefined)	i	0.032	43
Cc1ccc(CNC(=O)C(=O)c2cn(CC(=O)N3CCOCC3)c3ccccc23)cc1	i	0.1	51
CN(c1ccccc1)S(=O)(=O)c1ccc(C(=O)Nc2ccc3ncsc3c2)cc1	i	0.082	39
NS(=O)(=O)c1ccc(CCNc2nnnc3c2cnn3-c2ccccc2)cc1	i	0.14	51
CCOC(=O)CCC(=O)N1CCCC(c2nn(C)c(=O)n2-c2ccccc2)C1 (centres undefined)	i	0.13	56
CSCCC(C)(O)CNC(=O)C(=O)Nc1ccccc1Cl (centres undefined)	i	0.14	57
CCCCC(CC)CNC(=O)C1CCC(Cn2c(=S)[nH]c3ccccc3c2=O)CC1 (centres undefined)	i	0.094	64
NC(=O)c1c(NC(=O)c2cc3ccccc3oc2=O)sc2c1CCCCC2	i	0.069	5
O=C(Nc1ccc2scnc2c1)C1CCCCC1	i	0.047	52
Cc1ccc(NC(=O)C2CC2)cc1N1CCCCC1=O	i	0.1	51
O=C(NCCc1csc2nc(-c3ccccc3F)nn12)Nc1cccs1	i	0.13	54
Cc1nn(-c2ccccc2)c(NC(=O)c2cccs2)c(-c2ccccc2Cl)c1=O	i	0.12	61
Cc1ccc(N2CCCS2(=O)=O)cc1NC(=O)c1c(F)cccc1F	i	0.074	48
CC1=CS/C(=C(/C#N)C(=O)Nc2cccc(Cl)c2)N1c1ccccc1	i	0.1	38
CCCOc1ccc(/C=C/C(=O)Nc2ccc(NC(C)=O)cc2)cc1	i	0.041	53
O=C(CC1CCCCN1S(=O)(=O)c1ccccc1)NCCC1=CCCCC1 (centres undefined)	+	0.088*	65*
O=C(NCCCc1ccccc1)c1csc(NS(=O)(=O)c2cccs2)n1	i	0.067	47
COc1nn(C)cc1C(=O)N1Cc2nn(C(C)(C)C)c(-n3cccc3)c2C1	i	0.08	62
Cc1ccc(Cl)cc1S(=O)(=O)NCC1CCN(C(C)C)CC1	i	0.069	62
O=C(NCCc1ccc(Cl)cc1)C(=O)Nc1ccc2c(c1)OCO2	i	0.041	40
O=S(=O)(c1ccc(Cl)cc1)N1CCN(S(=O)(=O)N2CCCCCC2)CC1	i	0.075	52
O=C(NCC(O)Cc1ccccc1)NC(c1ccccc1)c1ccccc1 (centres undefined)	i	0.16	58
O=[N+]([O-])c1ccc(/C=N/O)s1	i	0.064	52
COc1ccc(Cl)cc1C(=O)NCC(C)(O)C1CC1 (centres undefined)	i	0.097	64
CS(=O)(=O)N1CCCC1C(=O)Nc1nnc(-c2ccco2)o1 (centres undefined)	i	0.12	62
COc1cccc(C(C)NC(=O)c2snc(C(=O)NC(C)C)c2N)c1 (centres undefined)	i	0.13	60
C=CCn1c(SCC(=O)Nc2cccc(OC)c2)nc2scc(-c3ccc(F)cc3)c2c1=O	i	0.063	66
O=S(=O)(NCCOc1ccc(-c2ccc(F)cc2)nn1)c1ccccc1Cl	i	0.032	59
CC(=O)N1CCc2c(sc(NC(=O)c3ccc(C#N)cc3)c2-c2nc3ccccc3s2)C1	i	0.12	67
Cn1c(=O)[nH]c(=O)c2c1nc(N1CCN(CC(N)=O)CC1)n2Cc1ccc(Cl)cc1Cl	i	0.068	30
Further structures:
SMILES	AMPAR-TARP mod	AMPAR-TARP mod agonism max-min	AMPAR-TARP mod glutamate slope
COC(=O)c1ccc(NC(=O)CN2CCC(c3nnc(C(C)C)o3)CC2)cc1	i	0.074	57
CC(NC(=O)NCc1ccccc1)c1ccccc1 (centres undefined)	i	0.065	54
O=C(NCCc1csc(-c2cccc(F)c2)n1)C(=O)NCc1cccs1	i	0.08	60
COc1cccc(C(CNS(=O)(=O)c2ccccc2[N+](=O)[O-])N2CCOCC2)c1 (centres undefined)	i	0.11	67
CCOc1ccccc1-n1nnnc1SCC(=O)Nc1ccc(Cl)cc1Cl	i	0.084&0.045	41&105
CSc1ccccc1NC(=O)C(=O)NCC1CCN(C(=O)COc2ccccc2)CC1	i	0.067	57
C1CCC(Nc2nc(N3CCOCC3)nc(N3CCOCC3)n2)C1	i	0.06	62
CCCOc1cn(-c2ccc(F)cc2)nc1C(=O)N1CCN(c2ccccc2OC)CC1	i	0.094	60
CCOCCn1c(-c2ccccc2)cn2c3c(=O)n(C)c(=O)n(C)c3nc12	i	0.18	66
COc1ccc(Cl)c2sc(NC(=O)C3CCCN(S(C)(=O)=O)C3)nc12 (centres undefined)	i	0.14	38
CCc1nnsc1C(=O)Nc1nc2ccc(C)cc2s1	i	0.14	56
CSc1nn(CC(=O)NCc2ccc(C)cc2)c(N)c1-c1nc(-c2ccc3c(c2)OCO3)no1	i	0.12	53
O=c1c2sccc2n(Cc2nc(-c3cccc(Br)c3)no2)c(=O)n1-c1ccccc1	i	0.042	58
COCCCNC(=O)c1nc(-c2cnccn2)no1	i	0.14	76
CCOc1ccccc1NC(=O)c1nnn(-c2ccc(C(C)C)cc2)c1C	i	0.065	70
CCOc1ccc(CC(=O)NCC(O)(c2ccccc2)C(F)(F)F)cc1 (centres undefined)	i	0.16	46
CCCN1C(=O)NC2(CCN(S(=O)(=O)c3ccc(C)cc3C)CC2)C1=O	i	0.046	36
CCOc1ccc(C(=O)N(CCN2CCOCC2)c2nc3c(F)cc(F)cc3s2)cc1	i	0.072	65
CSc1ncccc1C(=O)N1CCC2(CC1)OCCN2S(=O)(=O)c1ccc(C)cc1	i	0.048	48
O=C(NC1CCCC1)C(=O)N1CCN(Cc2ccccc2)CC1	i	0.11	70
O=C(Cc1ccc(-c2ccccc2)cc1)NCc1ccsc1	i	0.086	60
O=C(NCc1n[nH]c(=O)c2ccccc12)Nc1ccc2c(c1)OCO2	i	0.12	48
O=C(Cn1c(-c2cnccn2)nc2ccccc21)Nc1nc(-c2ccco2)cs1	i	0.14	63
COc1ccccc1N=c1scc(C)n1CCCN1CCOCC1	i	0.033	53

Entries shown so far that have an NH in an aromatic ring (5):
SMILES	AMPAR-TARP mod	AMPAR-TARP mod agonism max-min	AMPAR-TARP mod glutamate slope
O=C(CCc1csc(NC(=O)c2ccc[nH]c2=O)n1)NCCCc1ccccc1	i	0.16	54
Cc1ccc(NC(=O)CSc2ncc(S(=O)(=O)c3cccc(Cl)c3)c(=O)[nH]2)cc1F	i	0.11	50
CCCCC(CC)CNC(=O)C1CCC(Cn2c(=S)[nH]c3ccccc3c2=O)CC1 (centres undefined)	i	0.094	64
Cn1c(=O)[nH]c(=O)c2c1nc(N1CCN(CC(N)=O)CC1)n2Cc1ccc(Cl)cc1Cl	i	0.068	30
O=C(NCc1n[nH]c(=O)c2ccccc12)Nc1ccc2c(c1)OCO2	i	0.12	48

(cont.)
SMILES	AMPAR-TARP mod	AMPAR-TARP mod agonism max-min	AMPAR-TARP mod glutamate slope
O=C(NCc1n[nH]c(=O)c2ccccc12)c1ccc[nH]c1=O	i	0.091	45
O=S(=O)(CCOc1ccccc1)N1CCOCC1	i	0.036	54
COc1ccc(N2CCN(C(=O)c3ccccc3SC)CC2)nn1	i	0.051	54
O=C(c1cccc(S(=O)(=O)N2CCOCC2)c1)N1CCCc2ccccc21	i	0.067	53
O=C(CSc1nc(=O)n(CCO)c2c1CCCC2)NCc1ccc2c(c1)OCO2	i	0.042	53
CCOc1ccc(-c2noc(Cn3cnc4c(nnn4Cc4ccc(Cl)cc4)c3=O)n2)cc1OC	i	0.099	58
O=C(NCCCc1ccccc1)C(=O)NCc1ccc2c(c1)OCO2	i	0.088	64
Cc1ccc(C(C)C)c(OCC(O)CN2CCSCC2)c1 (centres undefined)	i	0.062	70
COc1ccc(-n2c(C)cn3c4c(=O)n(CC(C)C)c(=O)n(C)c4nc23)cc1	i	0.065	29
CCOC(=O)C1CCCN(CC(O)COC2CC3CCC2(C)C3(C)C)C1 (centres undefined)	i	0.045	67
COc1ccc(CC(=O)Nc2cccc(N3CCCC3=O)c2)cc1OC	i	0.096	75
COc1cccc(CC(=O)NC2(c3nc(-c4cccnc4)no3)CCCCC2)c1	i	0.048	49
COc1ccc(Cl)cc1NC(=O)CSc1c(CC(C)C)cnc2c1c(=O)n(C)c(=O)n2C	i	0.041	50
O=S(=O)(c1ccc2c(c1)OCCO2)N1CCN(Cc2nc(-c3ccco3)cs2)CC1	i	0.13	57
CCc1ccc(S(=O)(=O)NCC2CCN(Cc3ccccc3)CC2)s1	i	0.13	53

Among those listed so far, 2 contain a nitro group on carbon.
SMILES	AMPAR-TARP mod	AMPAR-TARP mod agonism max-min	AMPAR-TARP mod glutamate slope
O=[N+]([O-])c1ccc(/C=N/O)s1	i	0.064	52
COc1cccc(C(CNS(=O)(=O)c2ccccc2[N+](=O)[O-])N2CCOCC2)c1 (centres undefined)	i	0.11	67

Screens from PubChem.

An excerpt; count on the stated rates, not on these rows.
